Screening results (PubChem BioAssay)
Yp Topo-I inh = inhibitors of Yersinia pestis topoisomerase I | Y. pestis Topo-I cleavage product accumulation, plate reader | activity, % at 10 µM | 0.064% of 360,000 active; in the data active means activity above about 50%, passing the limit was not always enough; further: inactives centre near 2
PfHsp40 rescue = compounds rescuing yeast from Plasmodium falciparum HSP40 toxicity; AID 504582; S. cerevisiae expressing PfHsp40, growth rescue, ATP luminescence; growth rescue, % at 12.5 µM; 0.68% of 340,000 active; in the data active means growth rescue above about 28%, passing the limit was not always enough;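 further: yeast W303a lacking pdr1 and pdr3 grown in galactose medium; growth measured after three days at 30 °C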
Anthrax LF prot = inhibitors of Bacillus anthracis lethal factor protease; P15917; multiplex microsphere protease cleavage assay, LF; 0.12% of 360,000 active; inhibition, % at 10 µM; further: plate controls were buffer without enzyme for full effect and enzyme alone for no effect
Target sequence (P15917 whole entry, looked up): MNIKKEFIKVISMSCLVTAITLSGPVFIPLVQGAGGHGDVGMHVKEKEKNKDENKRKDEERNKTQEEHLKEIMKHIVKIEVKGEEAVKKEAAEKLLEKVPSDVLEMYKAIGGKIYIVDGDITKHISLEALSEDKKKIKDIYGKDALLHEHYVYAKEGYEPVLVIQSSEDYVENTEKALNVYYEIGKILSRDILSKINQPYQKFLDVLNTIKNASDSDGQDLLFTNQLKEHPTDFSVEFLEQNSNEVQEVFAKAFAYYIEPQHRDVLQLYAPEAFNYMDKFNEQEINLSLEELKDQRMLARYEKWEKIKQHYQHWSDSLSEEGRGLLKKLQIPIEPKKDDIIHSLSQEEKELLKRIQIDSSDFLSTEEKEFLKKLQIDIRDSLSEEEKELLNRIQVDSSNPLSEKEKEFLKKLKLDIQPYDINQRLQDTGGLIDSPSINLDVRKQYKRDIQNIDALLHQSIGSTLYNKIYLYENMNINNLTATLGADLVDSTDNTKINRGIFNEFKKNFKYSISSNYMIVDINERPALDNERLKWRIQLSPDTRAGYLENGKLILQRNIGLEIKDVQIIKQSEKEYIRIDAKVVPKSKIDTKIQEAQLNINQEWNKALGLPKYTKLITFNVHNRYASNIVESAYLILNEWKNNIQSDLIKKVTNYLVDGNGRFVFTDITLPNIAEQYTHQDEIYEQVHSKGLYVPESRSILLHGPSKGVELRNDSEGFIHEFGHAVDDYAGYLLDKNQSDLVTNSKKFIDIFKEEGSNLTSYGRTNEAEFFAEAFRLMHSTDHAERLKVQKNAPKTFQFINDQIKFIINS
CCHFV vOTU inh = blocks the CCHF virus ovarian tumor domain protease; CCHFV vOTU protease, Pep-AMC fluorescence; inhibition, % at 11.5 µM; 0.55% of 370,000 active; AID 651958; in the data active means inhibition above about 30%; further: 0% = vehicle wells with enzyme and 100% = no enzyme wells
TcdB inh = blocks C. difficile toxin B glycohydrolase activity. TcdB glycohydrolase enzymatic assay, plate reader. inhibition, % at 9.99 µM. 0.24% of 350,000 active. AID 652162; in the data active means inhibition above about 10%
PriA SSB inh = K. pneumoniae PriA-SSBct interaction inhibition | AlphaScreen SSBct-PriA binding, biotinylated peptide | inhibition, % at 33 µM | 0.6% of 430,000 active | AID 1272365; in the data active means inhibition mostly above about 37%, no sharp cut-off; inactive means mostly below about 20%;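 further: plate controls were negative control peptide for no effect and reference peptide for full effect; strong numbers were not always called active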
SARS 3CLpro inh = SARS-CoV 3CLpro protease inhibition. P0C6X7. 0.14% of 290,000 active. inhibition, % at 6 µM. recombinant SARS-CoV 3CLpro, quenched FRET peptide cleavage; in the data active means inhibition above about 12%
VHR inh abs = DUSP3 (human) phosphatase inhibition; inhibition, % at 13.3 µM; AID 1654; recombinant VHR phosphatase, pNPP absorbance; 0.52% of 290,000 active; in the data active means inhibition above about 50%; further: some compounds called inactive have numbers as strong as hits
BoNT A protease = inhibitors of Botulinum neurotoxin A light chain protease; 0.17% of 360,000 active; multiplex microsphere protease substrate cleavage, flow cytometry; inhibition, % at 10 µM; further: plate controls were buffer without enzyme for full effect and enzyme alone for no effect
BH1578 lux ind = inducers of Vibrio cholerae quorum light production without autoinducers | V. cholerae BH1578 lux reporter, luminescence, 6 h | activation, % at 18.7 µM | 0.16% of 350,000 active | AID 588436; in the data active means activation mostly above about 9.7%, no sharp cut-off; further: not every result past the cut was called active; inactives centre near 0; reference of the scale not given here
* hit, by the source's call; i = inactive; x = not tested or not shown. Unless noted, no stated cut-off is given here; in the data, active means inhibition above about 30%; inconclusive means no clear call, values can overlap the other calls; inactive means below that.

no.	Structure	Yp Topo-I inh	PfHsp40 rescue	Anthrax LF prot	CCHFV vOTU inh	TcdB inh	PriA SSB inh	SARS 3CLpro inh	VHR inh abs	BoNT A protease	BH1578 lux ind
1	CCCn1c(N)c(C(=O)CSc2nc3ccccc3c(=O)n2Cc2ccccc2)c(=O)[nH]c1=O	-2	0.9	2	-1	0.2	-1	9	-13	-0.5	-1.4
2	CCOc1ncccc1C(=O)OCc1c(Cl)cccc1Cl	13	-0.8	-1	4	x	-71	5	-4	-0.7	0.3
3	CC(C)(C)n1nnnc1C(c1cccc(C#N)c1)N1CCN2CCCC2C1 (configuration not stated)	8	0.0	-4	-14	x	-6	-5	18	-0.1	-0.4
4	O=C(Cc1cccs1)NCc1cccc(F)c1	-6	-0.1	0	-2	1.3	-14	3	28	0.1	-0.5
5	O=c1[nH][nH]cc1C=NCc1cccnc1	5	1.3	-1	2	2.0	-5	-1	21	-0.6	-6.7
6	CC1C(=O)CC(c2ccccc2)NC1c1ccccc1 (configuration not stated)	4	-0.4	-4	-7	x	-4	4	33	-2.6	i
7	CCC(=O)Nc1cccc(-c2nc3ncccc3o2)c1C	4	2.1	20	-14	-0.1	-8	-4	16	1.6	0.8
8	CCCc1[nH]nc2c1C1(CCOC1C)C(C#N)=C(N)O2 (configuration not stated)	7	-2.5	3	-2	x	0	-3	-9	0.0	11
9	NC(=O)c1ccc(N2CCN(c3ccc(O)cc3)CC2)c([N+](=O)[O-])c1	-1	-1.6	-3	4	x	9	0	-6	-0.9	-0.1
10	NC(=O)COC(=O)c1ccc(Cl)c(S(=O)(=O)N(Cc2ccccc2)c2ccc(Cl)cc2)c1	35	0.0	-2	2	-0.2	8	1	5	-0.2	i

Carrying on.
no.	Structure	Yp Topo-I inh	PfHsp40 rescue	Anthrax LF prot	CCHFV vOTU inh	TcdB inh	PriA SSB inh	SARS 3CLpro inh	VHR inh abs	BoNT A protease	BH1578 lux ind
11	O=C(COc1cc2oc(=O)cc(-c3ccccc3)c2cc1Cl)NC(Cc1c[nH]c2ccc(O)cc12)C(=O)O (configuration not stated)	4	-0.2	-4	14	2.9	9	0	9	-0.6	-0.5
12	CCN(C(=O)Cn1c(=O)oc2cc(S(=O)(=O)N3CCOCC3)ccc21)c1ccccc1	1	0.1	x	-2	1.9	10	3	28	x	-0.5
13	CCCCNS(=O)(=O)c1ccc2nc(SCC(=O)N3CC(C)OC(C)C3)[nH]c2c1 (configuration not stated)	1	-1.2	2	8	x	5	8	33	0.1	i
14	Nc1c(Cl)ncnc1N/N=C/c1cccc(O)c1	-15	0.8	1	10	0.1	i	-1	30	-0.2	i
15	CC(C)Sc1nc2c(c(=O)n1-c1ccc(F)cc1)SCC2	17	-1.4	2	0	x	-12	-8	-6	-0.9	-0.4
16	O=[N+]([O-])c1cccnc1Oc1ccc(F)cc1	9	-1.9	5	-1	0.8	-1	-4	1	-0.1	i
17	Cc1cccc(CCN2C(Nc3ccccc3)=NC[C@@H]2CC(C)C)c1	2	2.0	-2	11	1.0	-14	x	x	-0.7	-6.7
18	O=C(Cc1ccsc1-c1ccccc1)NO	-10	-0.4	20	6	x	-4	4	-8	0.3	1.8
19	O=C(CN1C(=O)c2ccccc2S1(=O)=O)c1ccc2c(c1)OCCCO2	-2	-0.6	13	-5	-0.5	-7	-2	9	0.2	1.0
20	Cc1ccc(S(=O)(=O)C=CS(=O)(=O)c2ccc(C)cc2)cc1	27	x	-8	5	4.7	x	x	x	-0.2	i

Additional structures follow.
no.	Structure	Yp Topo-I inh	PfHsp40 rescue	Anthrax LF prot	CCHFV vOTU inh	TcdB inh	PriA SSB inh	SARS 3CLpro inh	VHR inh abs	BoNT A protease	BH1578 lux ind
21	O=S(=O)(c1ccc(-c2csc(=Nc3ccccc3)n2CCCN2CCOCC2)cc1)N1CCOCC1	10	-0.2	7	11	x	33	0	29	-0.1	i
22	C/C(=N\Nc1nccnc1Cl)c1ccc(O)c(C)c1	-5	-0.8	-12	20	5.2	x	1	26	-2.8	i
23	COc1ccc(S(=O)(=O)N(CCCN2CCCC2=O)Cc2cc3c(C)cc(C)cc3[nH]c2=O)cc1	4	1.1	0	4	x	-12	-2	-27	0.0	-3.2
24	COc1ccc(NC(=O)CN(c2ccc(C)cc2)S(=O)(=O)c2c(C)nn(C)c2C)cc1OC	4	0.5	-4	-4	x	0	-2	10	-0.3	-6.2
25	COc1ccc(OC)c(NC(=O)CSc2nnc(CNC(=O)c3cc(OC)c(OC)c(OC)c3)o2)c1	0	0.0	3	8	0.1	1	1	-7	-0.6	-0.3
26	O=C(CCCN1C(=O)c2cccc3cccc(c23)C1=O)N1CCN(Cc2ccc3c(c2)OCO3)CC1	10	-1.2	-3	16	x	5	6	-4	0.5	-2.9

Part of the list above, with values under each structure.
Under each structure – Yp Topo-I inh | PfHsp40 rescue | Anthrax LF prot | CCHFV vOTU inh | TcdB inh | PriA SSB inh | SARS 3CLpro inh | VHR inh abs | BoNT A protease | BH1578 lux ind
11	O=C(COc1cc2oc(=O)cc(-c3ccccc3)c2cc1Cl)NC(Cc1c[nH]c2ccc(O)cc12)C(=O)O (configuration not stated)
 : 4 | -0.2 | -4 | 14 | 2.9 | 9 | 0 | 9 | -0.6 | -0.5
12	CCN(C(=O)Cn1c(=O)oc2cc(S(=O)(=O)N3CCOCC3)ccc21)c1ccccc1
 : 1 | 0.1 | x | -2 | 1.9 | 10 | 3 | 28 | x | -0.5
13	CCCCNS(=O)(=O)c1ccc2nc(SCC(=O)N3CC(C)OC(C)C3)[nH]c2c1 (configuration not stated)
 : 1 | -1.2 | 2 | 8 | x | 5 | 8 | 33 | 0.1 | i
14	Nc1c(Cl)ncnc1N/N=C/c1cccc(O)c1
 : -15 | 0.8 | 1 | 10 | 0.1 | i | -1 | 30 | -0.2 | i
15	CC(C)Sc1nc2c(c(=O)n1-c1ccc(F)cc1)SCC2
 : 17 | -1.4 | 2 | 0 | x | -12 | -8 | -6 | -0.9 | -0.4
16	O=[N+]([O-])c1cccnc1Oc1ccc(F)cc1
 : 9 | -1.9 | 5 | -1 | 0.8 | -1 | -4 | 1 | -0.1 | i
17	Cc1cccc(CCN2C(Nc3ccccc3)=NC[C@@H]2CC(C)C)c1
 : 2 | 2.0 | -2 | 11 | 1.0 | -14 | x | x | -0.7 | -6.7
18	O=C(Cc1ccsc1-c1ccccc1)NO
 : -10 | -0.4 | 20 | 6 | x | -4 | 4 | -8 | 0.3 | 1.8
19	O=C(CN1C(=O)c2ccccc2S1(=O)=O)c1ccc2c(c1)OCCCO2
 : -2 | -0.6 | 13 | -5 | -0.5 | -7 | -2 | 9 | 0.2 | 1.0
20	Cc1ccc(S(=O)(=O)C=CS(=O)(=O)c2ccc(C)cc2)cc1
 : 27 | x | -8 | 5 | 4.7 | x | x | x | -0.2 | i
21	O=S(=O)(c1ccc(-c2csc(=Nc3ccccc3)n2CCCN2CCOCC2)cc1)N1CCOCC1
 : 10 | -0.2 | 7 | 11 | x | 33 | 0 | 29 | -0.1 | i
22	C/C(=N\Nc1nccnc1Cl)c1ccc(O)c(C)c1
 : -5 | -0.8 | -12 | 20 | 5.2 | x | 1 | 26 | -2.8 | i
23	COc1ccc(S(=O)(=O)N(CCCN2CCCC2=O)Cc2cc3c(C)cc(C)cc3[nH]c2=O)cc1
 : 4 | 1.1 | 0 | 4 | x | -12 | -2 | -27 | 0.0 | -3.2

Some of the entries above, set out differently.
Sequence of screens: Yp Topo-I inh	PfHsp40 rescue	Anthrax LF prot	CCHFV vOTU inh	TcdB inh	PriA SSB inh	SARS 3CLpro inh	VHR inh abs	BoNT A protease	BH1578 lux ind
23. COc1ccc(S(=O)(=O)N(CCCN2CCCC2=O)Cc2cc3c(C)cc(C)cc3[nH]c2=O)cc1
    4	1.1	0	4	x	-12	-2	-27	0.0	-3.2
24. COc1ccc(NC(=O)CN(c2ccc(C)cc2)S(=O)(=O)c2c(C)nn(C)c2C)cc1OC
    4	0.5	-4	-4	x	0	-2	10	-0.3	-6.2

This is a subset; count on the stated rates, not on these rows.
